Screens: PubChem, several laboratories
proCasp3 act = activators of human procaspase-3 D3A mutant, primary screen, biochemical, absorbance, PC-3 D3A mutant, single concentration; recombinant procaspase-3 D3A, Ac-DEVD-pNA absorbance 405 nm; activation, % at 8.5 µM; actives 0.11% (n = 330,000);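 active = activation above the mean of all tested compounds plus 3 SD, cut at about 21% in these data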;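 also: 0% = DMSO alone and 100% = DMSO wells spiked with extra 5 µM PC-3 D3A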
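Assay system – Procaspase-3 D3A mutant, all three cleavage aspartates alanine · Controls – DMSO-only low control, 5 µM PC-3 D3A high control · Schedule – 1 h compound preincubation, 2 h substrate hydrolysis at 25 °C · Signal – 405 nm absorbance of p-nitroaniline, reads at 0 and 120 min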
EBNA-1 inhibitor = EBNA-1 DNA-binding inhibitors, primary screen, biochemical, fluorescence polarization; actives 0.34% (n = 300,000); inhibition, % at 14.8 µM; AID 1950, 2009; in the data active = inhibition above about 28%
LAP4-GFP MLPCN = modulators of LAP4-GFP expression in yeast, primary screen, S. cerevisiae, multiplex flow cytometry, MLPCN library. 3 h; median GFP as percent of DMSO wells. GFP response vs DMSO, % at 10 µM. actives 0.34% (n = 320,000). AID 2023, 2009;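 active = GFP response vs DMSO above a set limit, about the screen mean plus 3 SD, cut at about 150% in these data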
MEP2-GFP yeast = modulators of MEP2-GFP levels in yeast, primary screen, S. cerevisiae, multiplex flow cytometry, MLPCN library. S. cerevisiae MEP2-GFP strain, 3 h; 100% = DMSO control level. GFP response vs DMSO, % at 10 µM. actives 0.51% (n = 330,000);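 active = GFP response versus DMSO above a set limit, roughly screen mean plus 3 SD, cut at about 180% in these data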;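 also: median GFP fluorescence of the barcode-gated MEP2-GFP cells per well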
RPL19A TOR yeast = RPL19A-GFP expression modulators in yeast, primary screen, cell-based, S. cerevisiae, multiplex flow cytometry, MLPCN; S. cerevisiae RPL19A-GFP strain, 3 h; active compounds read low; AID 2025, 2009; actives 0.3% (n = 330,000); percent response vs DMSO, % at 10 µM;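 active = percent response vs DMSO below 50%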;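 also: median channel GFP fluorescence of the barcoded RPL19A-GFP strain; ratio of sample median GFP to plate DMSO average so 100% = DMSO; lower means less RPL19A-GFP as with rapamycin TOR inhibition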
ZTA DNA inh = ZTA (EBV) inhibition in EBNA-1 counter-screen. P03206. ZTA-DNA binding, fluorescence polarization. inhibition, % at 11 µM. actives 0.15% (n = 320,000). AID 2234; in the data active = inhibition above about 33%
procasp7 counter = procaspase-7 activators, primary screen, counter-screen for procaspase-3 activator project, biochemical, absorbance, HTS, human. Caspase-7 (Homo sapiens), P55210. recombinant procaspase-7, Ac-DEVD-pNA absorbance 405 nm; D23A/D198A/D206A triple mutant, cannot self-cleave; scale: DMSO 0, 5 µM enzyme 100. activation, % at 8.5 µM. actives 0.093% (n = 330,000);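 active = percent activation above the screen-wide mean plus 3 SD, cut at about 25% in these data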
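Material: Procaspase-7 triple mutant (PC-7 D3A) | Quantity: 2 µM procaspase-7 mutant as dispensed | Reagent: DEVD-pNA substrate | Times: 1 h preincubation, 2 h reaction | Technique: 405 nm absorbance of p-nitroaniline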
AHR act = AHR activators, primary screen, cell-based, luminescence, luciferase reporter, human; Aryl hydrocarbon receptor (Homo sapiens), P35869; AHR-responsive luciferase reporter cells; activation, % at 5 µM; actives 2.5% (n = 320,000); AID 2796, 2010; in the data active = activation above about 47%;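 also: 0% = vehicle wells and 100% = reference agonist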
Numbers without * were called inactive; . = no result given.

entry	compound	proCasp3 act	ZTA DNA inh	RPL19A TOR yeast	MEP2-GFP yeast	EBNA-1 inhibitor	AHR act	LAP4-GFP MLPCN	procasp7 counter
1	CC(C)NC(=S)N/N=C1\CCCCC1C1CCCCC1 (stereo unspecified)	-15.5	-2.2	106.4	120.5	-2.5	-2.0	88.6	-6.8
2	COc1ccc(CSCCN)cc1Cl	-4.3	-8.2	101.2	101.2	-3.6	2.4	96.0	-1.3
3	CC(C)(C)NC(=O)c1sccc1C(=O)O	-6.5	-3.5	103.6	111.4	-1.5	-0.3	108.0	0.8
4	COCCn1c(-c2ccc(OC)cc2)cnc1N	2.1	-14.6	105.1	104.2	0.4	4.1	104.3	-0.6
5	CC(Oc1ccccc1)C(=O)Nc1nc(-c2ccncc2)cs1 (stereo unspecified)	-2.7	-2.7	100.1	100.2	.	47.2*	103.9	-7.9
6	CCOC(=O)C(=O)c1c(-c2ccccc2)nc2ccccn12	4.6	7.2	106.4	105.3	7.2	0.2	99.4	3.0
7	Cc1ccsc1/C=N/n1c(-c2ccccc2)n[nH]c1=S	-11.2	6.3	103.5	108.8	9.9	80.2*	100.5	-11.7
8	O=C(c1ccco1)N1CCN(CCOc2ccc(F)cc2)CC1	5.8	7.1	103.2	101.5	6.2	-0.8	93.1	5.5
9	CCOc1ccc(CCNC(=O)c2ccc(CS(=O)Cc3ccccc3Cl)o2)cc1 (stereo unspecified)	4.8	-11.8	97.2	96.4	-1.5	0.7	96.4	-7.4
10	O=C(CSc1nc2ccccc2s1)N/N=C/c1ccc(C(=O)O)cc1	8.5	-10.8	92.8	91.8	-22.4	7.0	93.5	3.6
11	CSc1ncccc1C(=O)OCC(=O)N1CCCC1	3.3	.	94.1	93.0	.	0.1	106.8	4.0
12	COc1ccc(OC)c(C(=O)N(C)C2CCCN(Cc3ccccc3F)C2)c1 (stereo unspecified)	1.4	-12.6	106.0	108.9	-7.2	-2.3	98.0	7.2
13	O=C(CN(c1ccccc1)S(=O)(=O)c1ccc(F)cc1)NCc1cccs1	3.7	-0.2	102.7	103.6	.	-0.7	102.3	3.3
14	COc1cc(C2NC(=O)NC(c3ccccc3)=C2C(C)=O)cc(Cl)c1OCC(=O)O (stereo unspecified)	-0.8	-2.9	101.1	110.2	-5.0	-0.7	109.4	-3.4
15	CCCNC(=O)N1CCN(c2nc(C(C)C)c3c(c2C#N)CC(C)(C)OC3)CC1	-2.7	-3.8	93.9	101.5	15.4	-7.1	94.6	3.0
16	Cc1nc(-c2ccc(S(=O)(=O)NCc3ccccn3)s2)cs1	3.9	-1.7	97.4	96.3	-5.1	4.4	98.8	3.5
17	CCOc1ccc(S(=O)(=O)N(CC(=O)NCc2ccncc2)c2ccc(C)cc2)cc1	7.2	-5.5	97.2	89.7	5.5	0.3	94.3	12.7
18	Cc1ccc(-n2c(-c3ccccc3)c[n+]3c2CCC3)cc1	-1.9	-1.2	96.3	92.6	1.1	-1.3	98.5	-0.4
19	Cn1cccc1Cc1nnc(SCC(=O)N2CCCc3ccccc32)n1-c1ccc(F)cc1	-1.3	15.2	99.5	107.4	7.4	-0.1	101.3	-2.0
20	CCN(CC)CCNc1cc(C)c(C#N)c2nc3ccccc3n12	-5.2	-16.9	105.4	109.1	-4.0	47.8*	96.7	1.6
21	COC(=O)[C@]1(Cc2ccccc2)N[C@H](c2ccc(-c3cccc(Cl)c3)cc2)[C@@H]2C(=O)N(C)C(=O)[C@@H]21	2.6	-11.6	99.1	94.2	7.2	3.2	130.3	9.6
22	Fc1ccc(N2CCN(Cc3nnc(-c4ccccc4)o3)CC2)cc1	1.8	0.9	112.4	115.2	-1.3	-1.4	94.8	2.2
23	CCOc1ccc(S(=O)(=O)c2c[nH]c3ccc(C)cc3c2=O)cc1	-2.1	-0.2	100.1	104.2	9.8	-0.1	100.9	0.5
24	CC[C@@H]1C/C=C\Cc2ccccc2[C@H](C(=O)C[C@H](O)CC(C)=O)OC1=O	3.1	.	95.6	97.2	.	-0.1	92.5	-2.4
25	O=c1cc(C(F)(F)F)nc(SC/C=C/c2ccccc2)[nH]1	3.6	10.5	99.9	104.0	11.8	1.7	112.6	-0.7
26	COc1cccc(S(=O)(=O)NCC(=O)Nc2ccc(C(C)(C)C)cc2)c1	4.3	2.4	104.3	101.1	12.6	5.9	92.5	13.2
27	CC(NC(=O)C1CCCN(S(=O)(=O)c2cccs2)C1)c1ccccc1 (stereo unspecified)	-4.4	-6.5	97.9	102.8	2.7	0.3	98.6	-3.1
28	CCN1C/C(=C/c2cccs2)c2nc3ccccc3c(C(=O)O)c2C1	8.0	-16.3	92.5	148.7	0.1	4.8	104.1	0.3
29	Cc1cc2ccccc2n2c(SCC(=O)NCc3cccs3)nnc12	-3.8	15.0	101.0	99.5	12.6	-5.0	91.0	1.4
30	COC(=O)c1ccc(NC(=O)C(C)Oc2ccccc2)cc1 (stereo unspecified)	9.8	12.5	106.9	113.6	-4.3	1.1	120.4	2.9

Along the list, from the results shown.
procasp7 counter, entries 9–20: -7.4, 3.6, 4.0, 7.2, 3.3, -3.4, 3.0, 3.5, 12.7, -0.4, -2.0, 1.6
ZTA DNA inh, entries 9–20: -11.8, -10.8, ., -12.6, -0.2, -2.9, -3.8, -1.7, -5.5, -1.2, 15.2, -16.9
MEP2-GFP yeast, entries 9–20: 96.4, 91.8, 93.0, 108.9, 103.6, 110.2, 101.5, 96.3, 89.7, 92.6, 107.4, 109.1

Carrying on:
entry	compound	proCasp3 act	ZTA DNA inh	RPL19A TOR yeast	MEP2-GFP yeast	EBNA-1 inhibitor	AHR act	LAP4-GFP MLPCN	procasp7 counter
31	CCN(CC)CCn1c(=N)n(CC(=O)c2ccc(C)cc2)c2ccccc21	-11.8	-20.0	103.8	100.0	-7.1	24.6	86.0	-3.0
32	COc1ccc(NC(=O)C2=CCN(S(=O)(=O)c3ccccc3)CC2)cc1OC	-1.7	0.7	105.1	106.5	10.0	5.0	107.4	-16.6
33	Cc1ccc(C(=O)OCC(=O)Nc2ccc(Cl)cn2)s1	-2.2	6.1	93.8	95.4	.	0.7	92.0	-9.1
34	Cc1ccc(C)c(NC(=O)c2ccc(S(=O)(=O)N(C)CC3CCCO3)cc2)c1 (stereo unspecified)	-2.4	16.7	106.8	105.5	11.8	0.8	117.1	2.6
35	CCOC(=O)c1c(C)[nH]c(C(=O)COc2ccc3c(c2)OCO3)c1C	4.1	8.9	97.0	103.9	-10.5	30.7	124.0	0.0
36	CCOc1cccc(C(=O)Nc2nc(-c3ccc(S(=O)(=O)N4CCOCC4)cc3)cs2)c1	1.8	-10.4	99.5	98.2	-7.3	-3.4	103.4	-1.8
37	COc1cc(CO)cc(Br)c1OCC(=O)Nc1cccc2ccccc12	0.7	-19.1	96.3	92.9	2.1	6.2	104.2	2.2
38	O=C(CSc1ncnc2c1nnn2Cc1ccccc1)NC1CCCC1	10.4	-8.5	90.2	95.4	-4.7	1.9	99.3	4.6
39	O=S(=O)(NC1CCCCC1)c1cccs1	9.2	1.9	103.4	102.3	4.3	-1.6	91.2	0.4
40	CCN1CCN(c2ccc(S(=O)(=O)N3CCCCC3)cc2NC(=O)c2cccc(NC(C)=O)c2)CC1	9.7	2.9	96.7	105.7	-2.8	0.5	108.8	6.0
41	O=[N+]([O-])c1ccccc1/C=C/CN1CCCCC1	2.9	-5.8	103.7	108.0	-14.0	-0.8	105.0	-1.1
42	c1ccc(-c2noc(CSc3nc4ccccc4o3)n2)cc1	3.3	-0.9	96.4	109.4	3.9	1.9	101.7	15.6
43	O=c1[nH]c2cc3c(cc2cc1CN(CCc1ccccc1)Cc1nnnn1CC1CCCO1)OCO3 (stereo unspecified)	-7.3	11.3	.	98.8	0.9	45.3	97.8	-5.9
44	CC(=O)c1cc2c(cc1NC(=O)c1cc3nc(C(C)C)cc(C(F)(F)F)n3n1)OCO2	-0.7	9.5	99.3	97.2	17.6	6.1	97.0	8.3
45	CCC(Sc1nc2ccc(C)cc2[nH]1)C(=O)O (stereo unspecified)	1.0	-4.6	99.3	108.3	10.8	13.4	102.1	0.5
46	COc1ccc(NCc2ccc([N+](=O)[O-])s2)cc1	-8.4	-11.2	97.8	89.5	-4.2	-3.2	99.8	0.8
47	CCNC(=O)NC(=O)COC(=O)CCCSc1nc2ccccc2[nH]1	7.1	20.3	105.3	142.1	2.4	2.5	117.2	2.6
48	COc1ccc(OC)c(N(C(=O)c2snc(C(N)=O)c2N)C(C(=O)NCc2ccccc2)c2ccc(O)cc2)c1 (stereo unspecified)	4.0	3.6	98.9	100.6	-7.1	0.6	84.7	4.1
49	CCn1c(C(C)NC(=O)c2cccs2)nc2ccccc21 (stereo unspecified)	-1.6	15.1	99.3	102.0	4.1	3.7	97.4	7.5
50	Cc1noc(NS(=O)(=O)c2ccc(NC(=O)c3cnc4n(c3=O)CCS4)cc2)c1C	4.9	-25.4	97.3	92.1	-9.8	2.5	97.4	2.1
51	O=C(Cn1c(=O)[nH]n(-c2ccccc2)c1=O)N1CCCc2ccccc21	2.2	-1.8	100.3	95.7	-4.5	6.2	100.3	6.2
52	CS(=O)(=O)N(CC(=O)N1CCCCCC1)c1ccc2c(c1)OCCO2	-3.8	15.5	99.4	101.9	3.3	-1.4	99.5	-4.8
53	Cc1ccc(NC(=O)c2ccc(C(=O)c3ccccc3)cc2)nc1	-7.2	-9.2	96.8	94.0	3.4	6.4	107.0	8.2
54	O=C(Nc1ccc(S(=O)(=O)Nc2nccc(C3Cc4ccccc4C(=O)O3)n2)cc1)c1ccccc1 (stereo unspecified)	5.8	11.7	96.2	98.4	-4.8	-2.8	96.4	6.2
55	Cc1ccc(SCC2=NN(c3nc(C)cc(C)n3)C(=O)C2)cc1	3.7	2.5	93.5	100.4	2.6	0.5	130.8	8.9
56	Cc1oc2c(CN(C)C)c(O)ccc2c(=O)c1-c1ccc2ccccc2n1	5.4	-3.1	98.3	98.8	0.5	3.7	101.3	-3.9
57	COCCN(Cc1cc2cc(C)ccc2nc1Cl)C(=O)Nc1ccccc1OC	7.7	10.6	102.2	105.3	9.3	1.3	98.1	-3.9
58	COc1ccc(C(C(=O)Nc2ccc(F)cc2)N(C(=O)Cn2nnc3ccccc32)C2CC2)cc1 (stereo unspecified)	7.0	-14.2	101.9	104.4	-19.4	-2.6	103.8	6.6
59	C/C(=N\OCC(=O)Nc1c(C)cc(C)cc1C)c1ccc2c(c1)OCCO2	6.3	20.6	97.7	101.6	-2.4	0.1	105.4	7.8
60	CC1(C)C[C@H]2C3=CCC4[C@@]5(C)CC[C@H](O)[C@](C)(CO)C5CC[C@@]4(C)[C@]3(C)CC[C@@]2(C)[C@H](O)[C@@H]1O (stereo partly specified)	-2.8	.	105.0	103.3	.	1.2	112.1	-2.0
61	O=S(=O)(Cc1ccccc1)NCc1cccnc1	3.2	14.8	104.9	107.2	6.7	-0.3	114.3	3.6

Some of the entries above in a different format:
Each structure is followed by: proCasp3 act	ZTA DNA inh	RPL19A TOR yeast	MEP2-GFP yeast	EBNA-1 inhibitor	AHR act	LAP4-GFP MLPCN	procasp7 counter
5	CC(Oc1ccccc1)C(=O)Nc1nc(-c2ccncc2)cs1 (stereo unspecified)
 : -2.7	-2.7	100.1	100.2	.	47.2*	103.9	-7.9
6	CCOC(=O)C(=O)c1c(-c2ccccc2)nc2ccccn12
 : 4.6	7.2	106.4	105.3	7.2	0.2	99.4	3.0
